GAA glycogen mod: inhibitors or activators of human alpha-glucosidase glycogen cleavage | Potency, µM (highest dose often 76.4 µM), for inactives: at the top dose activity change, negative = inhibition, actives largely listed as inhibitors | P10253 | 300,000 compounds, 0.38% hits | recombinant GAA, glycogen substrate, Amplex Red glucose oxidase fluorescence;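 further: 0% = full enzyme reaction and -100% = no-enzyme basal signal; the screen sought inhibitors and activators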
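Natural-substrate format: glycogen cleavage by 4 nM human enzyme, glucose read by Amplex Red coupling (Ex 573, Em 610 nm). Normalized to enzyme and no-enzyme controls.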
TRb SRC2 PPI: inhibitors of human thyroid hormone receptor beta-SRC2 interaction; P10828; TRbeta-SRC2 peptide binding, fluorescence polarization; receptor liganded with 1 µM T3; Potency, µM (doses to about 106 µM), for the others: top-dose activity change, negative = inhibition, usual class: inhibitors; 280,000 compounds, 0.065% hits; AID 1469;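 further: plate controls were bound peptide for no effect and peptide without receptor for full effect; nearly all actives have a fitted effect of over 50% in size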
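Read-out is fluorescence polarization (555 nm excitation, 632 nm emission) of a Texas Red SRC2 coactivator peptide; loss of signal reflects blocked binding to human TRb ligand-binding domain in the presence of 1 uM T3.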
TR SRC2 fluor cs: alters Texas Red total fluorescence, flagging assay interference; Potency, µM (top dose mostly 106 µM), for inactives: at the top dose fluorescence change, negative = quenching; 280,000 compounds, 0.29% hits; TRb/SRC2 Texas Red total fluorescence interference; active means well fitted curve in either direction with a large enough effect; inconclusive means small, poorly fitted or top-dose-only effect
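Human TRb ligand-binding domain at 0.6 uM with 20 nM Texas Red SRC2 peptide in Tris buffer containing 1 uM T3 and 5% DMSO, incubated with compound 5 h at ambient temperature. Total fluorescence (555/632 nm) calculated as parallel + 2 × perpendicular.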
RECQ1 helicase: blocks DNA unwinding by human RECQ1. Potency, µM (doses to about 57.3 µM), for inactives: top-dose activity, negative = inhibition, actives largely listed as inhibitors. RECQ1 DNA unwinding, red fluorescence kinetic read. P46063. 240,000 compounds, 0.54% hits;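 further: plate controls were vehicle for no effect and no enzyme for full effect; nearly all actives have a fitted effect of over 30% in size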
Target sequence (P46063 whole entry, looked up): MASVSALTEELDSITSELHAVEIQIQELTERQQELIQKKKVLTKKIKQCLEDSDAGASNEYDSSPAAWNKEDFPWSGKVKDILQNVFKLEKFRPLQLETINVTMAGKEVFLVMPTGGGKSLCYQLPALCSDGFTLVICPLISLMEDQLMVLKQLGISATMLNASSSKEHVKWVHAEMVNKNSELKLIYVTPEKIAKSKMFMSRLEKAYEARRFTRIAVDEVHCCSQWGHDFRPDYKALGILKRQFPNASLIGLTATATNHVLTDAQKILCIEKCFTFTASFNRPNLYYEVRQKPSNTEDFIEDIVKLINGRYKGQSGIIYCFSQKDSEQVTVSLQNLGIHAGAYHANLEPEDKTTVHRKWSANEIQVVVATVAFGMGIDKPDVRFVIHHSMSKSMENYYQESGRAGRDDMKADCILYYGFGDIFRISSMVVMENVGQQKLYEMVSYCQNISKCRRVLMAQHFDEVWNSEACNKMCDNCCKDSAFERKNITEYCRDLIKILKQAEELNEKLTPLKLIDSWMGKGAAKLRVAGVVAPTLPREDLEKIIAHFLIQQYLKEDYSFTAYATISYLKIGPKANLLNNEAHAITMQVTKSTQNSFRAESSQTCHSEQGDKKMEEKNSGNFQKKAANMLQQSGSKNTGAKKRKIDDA
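50 nM RECQ1T1 preincubated 15 min with compound in Tris pH 8.0 buffer with MgCl2, DTT, Tween-20 and 2.5 ug/ml poly(dI-dC); started with 200 nM TAMRA/BHQ-2 forked duplex and 2 mM ATP. Unwinding read as fluorescence (525/598 nm), two reads 2 h apart.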
L3MBTL1 inh: blocks human L3MBTL1; Q9Y468; AlphaScreen L3MBTL1–H3K9me1 peptide binding; Potency, µM (series often up to 57.1 µM), for the others: at the top dose activity, negative = inhibition, usual class: inhibitors; 230,000 compounds, 0.66% hits; further: nearly all actives have a fitted effect of over 60% in size
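L3MBTL1 (50 nM) pre-complexed 30 min with biotinylated H3(1-15)K9me1 peptide (75 nM), then compounds added for 30 min at room temperature; AlphaScreen streptavidin donor/nickel chelate acceptor beads (10 ug/mL final) read after 30 min dark incubation.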
GAA spleen mod: inhibitors or activators of human alpha-glucosidase in spleen homogenate; human spleen homogenate, 4-MU-alpha-glucoside fluorescence; 240,000 compounds, 0.006% hits; Potency, µM (titrated, usually from 79.9 µM), for the others: at the top dose activity change, negative = inhibition, actives largely listed as inhibitors; P10253;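 further: 0% = enzyme with vehicle and -100% = no enzyme basal signal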
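AC50 values come from Hill-equation fits of concentration-response data, normalized to no-enzyme and full-activity controls. Enzyme source: 1 ug human spleen homogenate; 1 mM fluorogenic 4-MU glucoside, pH 5.0 citrate buffer, 37 C, 40 min.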
RGS12 GoLoco inh: blocks human Gai1 binding to RGS12 GoLoco peptide, red readout; P63096; 230,000 compounds, 0.44% hits; Gai1:RGS12 GoLoco peptide FP, rhodamine, 10 min; Potency, µM (series often up to 61.6 µM), for inactives: at the top dose activity, negative = inhibition, hits mostly inhibitors; active means well fitted inhibition curve with a large enough effect, not every such curve was filed as active; inactive means no such curve, though single readings can be large or run the other way; further: nearly all actives have a fitted effect of over 30% in size; many of its hits are not listed in these tables
Target sequence (P63096 whole entry, looked up): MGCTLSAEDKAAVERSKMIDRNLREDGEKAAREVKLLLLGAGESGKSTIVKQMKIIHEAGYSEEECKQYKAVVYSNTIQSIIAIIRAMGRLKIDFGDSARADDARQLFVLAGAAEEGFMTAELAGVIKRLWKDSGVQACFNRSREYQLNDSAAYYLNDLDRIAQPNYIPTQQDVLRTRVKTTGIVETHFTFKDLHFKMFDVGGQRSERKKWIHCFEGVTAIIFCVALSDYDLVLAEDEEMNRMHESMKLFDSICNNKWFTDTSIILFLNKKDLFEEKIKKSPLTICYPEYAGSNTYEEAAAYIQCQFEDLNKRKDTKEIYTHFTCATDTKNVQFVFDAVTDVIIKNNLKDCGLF
GAA inh: inhibitors of human lysosomal alpha-glucosidase; P10253; purified human GAA, 4-MU-alpha-glucoside fluorescence; Potency, µM (top dose mostly 76.9 µM), without a hit: at the highest dose activity change, negative = inhibition, actives largely listed as inhibitors; 200,000 compounds, 0.005% hits;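 further: plate controls were uninhibited enzyme wells for no effect and no-enzyme background for full effect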
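Human enzyme at 4 nM with 400 uM 4-methylumbelliferyl-alpha-D-pyranoside, citrate/phosphate buffer pH 5.0, 0.005% Tween-20, 20 min at room temperature. Compounds up to 77 uM. 4-MU fluorescence (Ex 365/Em 440) read after NaOH/glycine stop; AC50 from Hill fit.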
An asterisk follows results filed as active; i = inactive; u = inconclusive; x = no result given; [ ] = remark or other dose. Unless noted, the call rests on the fitted dose curve; in most records, active means well fitted curve in the direction sought with a large enough effect; inconclusive means small, poorly fitted or top-dose-only effect, or another doubt; inactive means no such curve, though single readings can be large; an effect the other way counts as inactive or inconclusive. Unless noted, on the % scale 0 is the no-effect control and ±100 the full control effect; potency means the concentration at half of the fitted maximal effect.

Each structure is followed by: TRb SRC2 PPI, TR SRC2 fluor cs, RGS12 GoLoco inh, L3MBTL1 inh, GAA spleen mod, GAA glycogen mod, GAA inh, RECQ1 helicase
1: Cc1ccc(-c2c[n+](CC(=O)Nc3ccccc3C)c3n2CCC3)cc1
→ -3%, 2%, 8%, -5%, -7%, 3%, x, i
2: Cc1ccc([N+](=O)[O-])cc1NC(=S)NC(=O)C(C)(C)C
→ 13%, 1%, 0%, -7%, -12%, 3%, -6%, -7%
3: Cc1ccc(S(=O)(=O)N(C)C)cc1NC(=O)Nc1ccccc1
→ 3%, -1%, -4%, x, 0%, 4%, x, -12%
4: Cn1c(=O)oc2cc(S(=O)(=O)N3CCC4(CC3)OCCO4)ccc21
→ -3%, -3%, 26%, 1%, 1%, 0%, -4%, -1%
5: COC(=O)C(=C/C(C)=C/c1cccnc1)C(=O)OC
→ -7%, -1%, 12%, -4%, 5%, 8%, u, i
6: COc1ccc(-c2csc(Cc3nnc4n3CCCCC4)n2)cc1
→ 2%, -7%, -4%, x, -8%, 3%, 2%, i
7: O=C(CN1C(=O)NC2(CCCC2)C1=O)Nc1ccc(F)c(F)c1F
→ -13%, 1%, 6%, x, -5%, 0%, 1%, -3%
8: Cn1c(SCc2cc(=O)[nH]c3ccccc23)nnc1-c1ccc(Br)cc1
→ 7%, -3%, -2%, x, -8%, 3%, -6%, i
9: Cc1noc(C)c1C(=O)NCc1cccs1
→ -17%, 3%, 4%, 8%, 0%, 4%, 2%, -12%
10: Cc1cc(OCCCCCNCCO)cc(C)c1Cl
→ -14%, 1%, 7%, -2%, -2%, 1%, -1%, 6%

Quoted at random: three entries already listed.
Each structure is followed by: TRb SRC2 PPI, TR SRC2 fluor cs, RGS12 GoLoco inh, L3MBTL1 inh, GAA spleen mod, GAA glycogen mod, GAA inh, RECQ1 helicase
2: Cc1ccc([N+](=O)[O-])cc1NC(=S)NC(=O)C(C)(C)C
→ 13%, 1%, 0%, -7%, -12%, 3%, -6%, -7%
7: O=C(CN1C(=O)NC2(CCCC2)C1=O)Nc1ccc(F)c(F)c1F
→ -13%, 1%, 6%, x, -5%, 0%, 1%, -3%
1: Cc1ccc(-c2c[n+](CC(=O)Nc3ccccc3C)c3n2CCC3)cc1
→ -3%, 2%, 8%, -5%, -7%, 3%, x, i

(further entries)
Each structure is followed by: TRb SRC2 PPI, TR SRC2 fluor cs, RGS12 GoLoco inh, L3MBTL1 inh, GAA spleen mod, GAA glycogen mod, GAA inh, RECQ1 helicase
11: Cc1ccc(OCC(=O)NCCO)c(Br)c1
→ -4%, -4%, 3%, 3%, -5%, 1%, 3%, -6%
12: CCOC(=O)N1CCC(NC(=O)C2CCN(S(=O)(=O)N3CCCC3)CC2)CC1
→ 4%, -6%, -46%, 3%, -8%, -11%, 6%, -5%
13: COc1ccc(C(=O)N2CCN(C(C)=O)CC2)cc1S(=O)(=O)NCc1ccc(Cl)cc1
→ 1%, 0%, -9%, x, -8%, -1%, -5%, i
14: CC12CN(C(=S)Nc3ccccc3)CC(C)(CN(C(=S)Nc3ccccc3)C1)C2=O
→ 0%, -2%, 13%, -8%, 0%, -29%, 5%, i
15: CC(C)c1ccc(NC(=O)C2CCN(S(C)(=O)=O)CC2)cc1
→ -8%, -1%, 6%, 13%, -11%, -6%, 1%, -3%
16: Cc1cc(C)n(/N=C/c2ccco2)c(=O)c1C#N
→ -4%, -1%, 13%, -21%, 0%, 1%, -4%, i
17: CCOC(=O)CSc1nnc(Cn2nnc3ccccc32)n1-c1ccc(F)cc1
→ -3%, 1%, -5%, 4%, 6%, 2%, x, 0%
18: COc1ccc(NC(=O)c2cccs2)c([N+](=O)[O-])c1
→ -4%, 0%, 0%, -7%, -19%, 8%, 2%, 16%
19: O=C(Nc1ccc(Cl)cn1)c1ccc([N+](=O)[O-])o1
→ 0%, -2%, 5%, -14%, -1%, -10%, 5%, i
20: Oc1ccc(-c2n[nH]c(=S)n2Cc2ccccc2)cc1
→ -11%, -6%, 10%, -1%, -12%, -7%, 0%, -9%
21: Clc1ccc(SCCCCn2ccnc2)cc1
→ -2%, 1%, 6%, -4%, 1%, -17%, -1%, -11%
22: COc1cccc(C(=O)NCCn2ccc3ccccc32)c1
→ 5%, -1%, 0%, 9%, -2%, 0%, 5%, -7%
23: CCSc1nnc(NC(=O)CSc2nc3c(c(=O)n2CCOC)SC(C)C3)s1 (stereo unspecified)
→ 5%, -3%, 2%, x, 8%, 1%, x, i
24: COc1ccccc1N1CCN(C(CNS(=O)(=O)c2ccc(C)cc2)c2cccnc2)CC1 (stereo unspecified)
→ -6%, -7%, 6%, x, 11%, -3%, -2%, i
25: CO/N=C(\C(=O)N[C@@H]1C(=O)N2C(C(=O)O)=C(COC(C)=O)CS[C@H]12)c1csc(N)n1
→ 0%, 4%, 4%, x, 5%, x, x, -6%
26: O=C(Nc1cccc(F)c1)/C(=C\c1cccnc1)NC(=O)c1cccs1
→ -6%, -2%, 10%, 3%, -2%, 12%, 3%, -7%
27: CCOc1ccccc1NC(=O)NCc1ccccc1F
→ -4%, 0%, 6%, 0%, 4%, 10%, -4%, i
28: O=C(Nc1ccccc1)/C(=C/c1ccccc1)NC(=O)c1ccco1
→ -11%, -1%, 3%, 7%, 3%, -9%, -1%, i
29: COC(=O)c1[nH]c2ccc(Br)cc2c1NC(=O)CN1CCN(C2CCCCC2)CC1
→ -12%, -5%, -38%, 2%, -4%, 2%, 8%, -7%
30: O=C(CSc1oc(-c2cccs2)nc1S(=O)(=O)c1ccccc1)NC1CCCCC1
→ -8%, 2%, 86%[activator], x, -1%, -2%, -13%, -10%
31: O/N=C1\CC2(Cc3nonc31)OCCO2
→ -12%, -1%, x, -12%, 5%, 10%, -4%, -8%
32: CCN(CC)C(=O)CC(c1ccc(F)cc1)c1ccc(OC(C)C)cc1 (stereo unspecified)
→ 8%, 14%, -7%, 8%, 2%, -5%, -3%, -8%
33: [NH-]c1ncnc2c1N=C[N+]2=CC=CCO
→ 0%, 4%, 3%, -2%, -5%, 1%, -11%, -10%
34: COc1cc(C2C(C#N)=C(N)N(c3sc4c(c3C#N)CCCC4)C3=C2C(=O)CC(C)(C)C3)cc(OC)c1OC (stereo unspecified)
→ -12%, -2%, 7%, -1%, -7%, 8%, u, -9%
35: NS(=O)(=O)c1ccc(CCN=C(NS(=O)(=O)c2cccs2)c2ccccc2)cc1
→ -12%, -1%, 6%, 0%, 2%, -3%, -1%, i
36: Cn1c(=O)c2c(nc(CN3CCc4ccccc4C3)n2Cc2ccccc2)n(C)c1=O
→ -16%, -3%, 8%, -25%, -26%, -2%, u, 7%
37: CSc1ncnc2c1cnn2-c1ccc(C)cc1C
→ 0%, -2%, 8%, x, -3%, -1%, 0%, -5%
38: CC1CC(C)CN(C(=O)C(NS(=O)(=O)c2ccc(Br)s2)c2ccccc2)C1 (stereo unspecified)
→ 3%, -2%, -4%, -5%, 1%, 0%, -4%, i
39: C/C(=N\NC(=O)c1ccc(Cl)c(Cl)c1)c1ccc(Br)s1
→ -21%, -5%, -2%, 4%, -19%, -5%, 2%, -15%
40: Cc1nc(N[C@@H](Cc2c[nH]c3ccccc23)C(=O)O)c2oc3ccccc3c2n1
→ 3%, -2%, -18%, -11%, -3%, 1%, 6%, 17%
41: CCOC(=O)N1CCN(C(=O)c2c(O)c3cccc4c3n(c2=O)CC4)CC1
→ 9%, 1%, -2%, x, 1%, -2%, 0%, 1%
42: O=C(Nc1ccccc1)Nc1cccc(C(F)(F)F)c1
→ 0%, 1%, -19%, 7%, x, 4%, -7%, i
43: O=C(Nc1ccccc1)OC1CCC2CC1CCC2OC(=O)Nc1ccccc1 (stereo unspecified)
→ 3%, 0%, 50%[activator], 4%, -6%, -1%, -6%, 1%
44: Cc1cc(C)c(S(=O)(=O)N2CCCOC2CNC(=O)C(=O)NCc2cccnc2)c(C)c1 (stereo unspecified)
→ 0%, -4%, 5%, -3%, 7%, -4%, -6%, -4%
45: O=C(C1CCCCC1)N1CCN(c2ccnc3cc(Cl)ccc23)CC1
→ -5%, 0%, 13%, x, -11%, -1%, x, -9%
46: Cc1cc2nc(C)n(CCCNC(=O)Nc3ccc(C#N)cc3)c2cc1C
→ -5%, -1%, 7%, -6%, -3%, -1%, -2%, -8%
47: COc1ccc(C(c2c(C)[nH]n(-c3ccccc3)c2=O)c2c(C)[nH]n(-c3ccccc3)c2=O)cc1OC
→ -6%, -21%, 4%, u, 2%, u, -5%, -5%
48: COc1ccc(-c2nnn(CC(=O)N(CCCO)C(C(=O)NC3CCCC3)c3ccncc3)n2)cc1 (stereo unspecified)
→ 2%, -1%, 7%, x, 7%, -15%, 0%, 4%
49: O=C(CC(NC(=O)OCc1ccccc1)C(=O)O)OCc1ccccc1 (stereo unspecified)
→ -4%, 1%, 10%, 4%, 6%, 0%, -9%[15.4 µM], -10%
50: COc1ccc(-c2ccc(SCc3cccnc3)nn2)cc1OC
→ 1%, -1%, 10%, 1%, -1%, 1%, 7%, i
51: O=C1CC(/C=C/c2ccncc2)=Nc2ccccc2N1
→ -3%, -1%, 2%, x, 4%, 0%, -10%, -10%
52: O=C(Nc1ccc2cn[nH]c2c1)c1ccc(Cl)c(S(=O)(=O)N2CCOCC2)c1
→ -10%, 2%, -14%, -5%, -19%, -1%, 5%, -1%
53: Cc1cccc(C2CC(c3ccc(Br)cc3)Nc3nc(N)nn32)c1 (stereo unspecified)
→ -2%, -3%, 8%, x, -10%, 10%, -10%, -2%
54: CCCn1nc(C(=O)N2CC(=O)Nc3ccccc32)c2ccccc2c1=O
→ -17%, -3%, -7%, -5%, 0%, 18%, -14%, i
55: COc1ccccc1NC(=O)CSc1ncn[nH]1
→ -4%, 1%, 0%, -1%, 1%, -16%, -1%, 2%
56: Cc1ccc(OCCCCn2ccnc2)c([N+](=O)[O-])c1
→ -6%, -7%, -3%, 25%, 0%, -7%, -17%, -5%
57: CCOC(=O)[C@@H]1CCNC[C@@H]1c1ccccc1
→ -5%, 6%, x, 5%, -2%, -2%, -5%, 4%

Screening results from PubChem.

Some of the compounds tested (hit frequency here may not be typical).
